Screening results from PubChem.
Myeloid diff MLP: compounds promoting myeloid differentiation; AID 624256; hit rate 1% among 360,000; ER-HoxA9 myeloid progenitors, lysozyme-GFP differentiation, flow cytometry; calls only at 10 µM;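 active = normalized GFP-positive differentiation at or above the plate's own cutoff, the solvent-only control mean plus 3 SD; inconclusive = no clear call, values can overlap the other calls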;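 note: cells exposed to compound for four days before flow analysis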
PMI inhibition: human PMI inhibitors, high substrate, primary screen, biochemical, fluorescence intensity, high mannose 6-phosphate (AID 1220). hit rate 0.66% among 190,000. inhibition, % at 20 µM; hits with a dose series show IC50 in µM. recombinant PMI enzyme, coupled fluorescence intensity; higher % means a stronger effect
WT yeast gro inh: growth inhibition of WT yeast, mitochondrial fusion screen | mitochondrial fusion phenotypic screen, WT strain | inhibition, % at 10 µM | hit rate 2.1% among 190,000; in the data active = inhibition above about 58%; tested in S. cerevisiae
SIAH1 antagonists: Siah-1 peptide-binding antagonists, primary screen, biochemical, fluorescence polarization, rhodamine-plectin, uHTS (AID 1817); Siah-1 / rhodamine-plectin peptide fluorescence polarization; higher % means a stronger effect; one-dose displacement, % at 20 µM; IC50 in µM for titrated hits; hit rate 0.02% among 290,000;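 active = displacement of at least 50% at 20 µM, with a fluorescence ratio check between 0.3 and a set limit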;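 note: plate controls were Siah plus tracer with DMSO for no effect and tracer alone without Siah for full effect; strong numbers were not always called active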
PMI inhibitors: inhibitors of human PMI, primary screen, biochemical, fluorescence intensity, coupled assay (AID 1209). purified PMI enzyme, coupled fluorescence intensity; higher % means a stronger effect. inhibition, % at 20 µM, or IC50 in µM where a hit was titrated. hit rate 0.42% among 190,000;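 note: plate controls were DMSO vehicle for no effect and wells lacking substrate for full effect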
Salmonella PhoP GFP: PhoP-dependent GFP reporter repression – Salmonella Typhimurium, primary screen (AID 1863) | S. Typhimurium PhoP-regulated promoter GFP reporter, 4 h; higher % means a stronger effect | inhibition, % at 50 µM; hits with a dose series show IC50 in µM | hit rate 0.16% among 300,000;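 active = inhibition over 29.93%, a cutoff 3 SD above the screen mean, later confirmed by dose response; inconclusive = inhibition over 29.93% but no dose response follow-up; inactive = inhibition at most 29.93% or unconfirmed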;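 note: 0% = low Mg2+ inducing control and 100% = high Mg2+ repressing control; strong numbers were not always called active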
RSV CPE inhibition: inhibition of RSV-induced cytopathic effect – HEp-2 cells, primary 10 µM value included (AID 2391); HEp-2 cells, RSV-induced CPE inhibition; higher % means a stronger effect; CPE inhibition, % at 10 µM, or IC50 in µM where a hit was titrated; hit rate 0.13% among 310,000; in the data active = a potency from the dose series; inconclusive = CPE inhibition mostly from about 23% at the one dose, without a potency; inactive = the rest, 99 in 100 with CPE inhibition below about 21%; note: strong numbers were not always called active
TNAP activation fold: human TNAP enzyme activators, primary screen, biochemical, luminescent, no phosphate acceptor, uHTS (AID 1001). purified TNAP, luminescent activation assay, no phosphate acceptor; higher activation fold means a stronger effect. one-dose activation fold at 20 µM; EC50 in µM for titrated hits. hit rate 0.03% among 200,000; in the data active = activation fold from about 3, or a potency from the dose series; inactive = the rest, 99 in 100 with activation fold below about 1.6; note: many of its hits are not listed in these tables
XIAP antagonists: small molecules displacing peptide from XIAP – biochemical, IAP family, fluorescence polarization (AID 1018); one-dose displacement, % at 20 µM; IC50 in µM for titrated hits; XIAP BIR domain, fluorescence polarization peptide displacement; higher % means a stronger effect; hit rate 0.007% among 200,000; in the data active = displacement above about 50%; note: a part of the inactive calls stands beside numbers as strong as those of hits
WT yeast gro inh mutant strain: further read-out of WT yeast gro inh, marked with its call; inhibition, %; mitochondrial fusion phenotypic screen, mutant strain inhibition
Myeloid diff MLP GFP+ MAC1+ %: recorded beside Myeloid diff MLP, whose call it bears; GFP+ MAC1+ double positive, %; measured here: differentiation confirmed by MAC1 staining
* hit, by the source's call; i = inactive; ? = inconclusive; / = not tested or not shown. Cut-off read from the data, not from the text of the source, unless noted: active = inhibition above about 50%; inactive = the rest.

SMILES | Myeloid diff MLP | Myeloid diff MLP GFP+ MAC1+ % | PMI inhibition | WT yeast gro inh | WT yeast gro inh mutant strain | SIAH1 antagonists | PMI inhibitors | Salmonella PhoP GFP | RSV CPE inhibition | TNAP activation fold | XIAP antagonists
CC(CC(=O)N1CCN(c2ccccc2F)CC1)c1ccccc1 (stereo not given) | i | 1.1 | 1% | -2 | -14 | -6% | -1% | 27% | 1.3% | 1 | -13%
CCn1c(SCC(=O)NCc2ccco2)nc2c1c(=O)n(C)c(=O)n2C | i | 5.8 | 3% | 5 | 2 | 6% | 1% | -7% | 0.4% | 1.1 | -1.9%
Cc1cnccc1CNC(=O)CC1C(=O)NCCN1CC(C)(C)C (stereo not given) | i | 0.3 | 14% | 8 | 8 | -4% | -14% | -1% | -1.9% | 1.1 | 3.1%
Cc1ccccc1NC(=O)c1ccc(NC(=O)c2ccco2)cc1 | i | 1.3 | 9% | 4 | -6 | 15% | 11% | -6% | 0.5% | 1.1 | 0.4%
CN1C(=O)c2ccccc2C(C(=O)NCc2ccco2)C1c1c[nH]c2ccccc12 (stereo not given) | i | 1.7 | -3% | 7 | 12 | 4% | 5% | -6% | 1.5% | 1.1 | -4.2%
O=C(CSc1nnc(-c2ccc(C(F)(F)F)cn2)o1)Nc1cccc(Cl)c1 | i | 0.3 | / | / | / | -2% | / | 5% | -0.2% | / | /
COc1cccc(C2CC(=O)Nc3cc4c(cc32)CCC4)c1 (stereo not given) | ? | / | 4% | 27 | 16 | -6% | 6% | 3% | -1.2% | 1.1 | -1.1%
O=C(NCc1ccco1)C(c1cccnc1)N(C(=O)Cn1nnc2ccccc21)c1ccccc1 (stereo not given) | i | 1.3 | 9% | 1 | -6 | -5% | 6% | 8% | 0.1% | 1.1 | -5.3%
O=c1[nH]n(-c2ccc([N+](=O)[O-])cc2)c(=O)c2ccccc12 | i | 0.1 | 10% | 8 | 50 | 16µM* | -5% | -2% | 0.2% | 0.9 | 29%
Cc1cc(C(=O)O/N=C(\N)c2ccc(C(C)(C)C)cc2)no1 | i | 0.4 | / | / | / | 2% | / | -9% | 17% | / | /
OCC[C@@H]1C[C@@H](O)[C@H](O)[C@@]2(CCc3ccccc3CO2)O1 | i | 0.9 | / | / | / | 4% | / | -3% | 0.7% | / | /
CC(=O)c1sc(N/N=C\c2cccc(Br)c2)nc1C | i | 0.9 | 16% | 50 | 48 | -3% | 17% | -6% | 12% | 1.1 | -3.2%
Cc1nc2sc(C(=O)Nc3ccccc3Cc3ccccc3)c(C)c2c(=O)[nH]1 | i | 0.4 | / | / | / | -2% | / | -10% | -1.2% | / | /
CCC(=O)NC(Cc1ccccc1)c1ccc2c(c1)OCCCO2 (stereo not given) | i | 0.5 | 7% | 13 | -8 | 0% | 41% | 8% | 3.0% | 1 | -1.5%
O=S(=O)(Nc1ccc(C(F)(F)F)cc1)c1cccs1 | i | 1.7 | / | / | / | 4% | / | -5% | 1.4% | / | /
COc1cccc(OCC(=O)O)c1 | i | 0.5 | -10% | 0 | 27 | 0% | -19% | 0% | -1.6% | 1.1 | -4.1%
CCCC(C)C(=O)Nc1ccc(S(=O)(=O)Nc2nccc(C)n2)cc1 (stereo not given) | i | 0.2 | 8% | -1 | 5 | -4% | 16% | 2% | -0.8% | 1 | -8.9%
COc1ccc2c(c1)c(C(=O)N/N=C/c1ccc(Br)cc1)c(C)n2C | i | 0.3 | / | / | / | -1% | / | -2% | -0.4% | / | /
C=CCn1c(SCC2=C(C(=O)OCC)C(C)NC(=O)N2)nnc1C1CCCCC1 (stereo not given) | i | 0.2 | 11% | -14 | -66 | 0% | 19% | 0% | 0.7% | 1.1 | -2.2%
COc1ccccc1-n1cnc2cc(NCc3ccccn3)ccc21 | i | 0.8 | 42% | 54 | -10 | -1% | 22% | 22% | 4.8% | 1 | -1.1%
Nc1ccnn1Cc1ccc(Br)s1 | i | 0.7 | 10% | -6 | 6 | -2% | 11% | 0% | 6.0% | 1 | -5.3%
O=C(NCc1ccc(F)cc1)c1cc(C(=O)C2CC2)c[nH]1 | i | 0.4 | / | / | / | 3% | / | -5% | 1.2% | / | /
CCn1c(O)c(/C=N/N=C2CCCC2)c2ccc(C3=NNC(=O)CC3)cc21 | i | 2.4 | 2% | 7 | 5 | -2% | 1% | -9% | -0.6% | 1.2 | -3.3%
Fc1ccc(N=C2NN=C(c3cc(F)ccc3F)CS2)cc1 | i | 0.8 | 15% | 80* | 63* | -9% | 28% | 5% | 5.6% | 1 | 21%
O=c1c2ccccc2nc2n1C1(CCCCC1)Cc1ccccc1-2 | i | 6.6 | 10% | 61* | 9.3* | 4% | 3% | -14% | 8.7% | 1.2 | -1.5%
Cc1ccc2c(c1)c1c(n2CC(O)CN2C(=O)CNC2=O)C(=O)CCC1 (stereo not given) | i | 1.4 | 2% | 11 | -5 | -2% | 3% | 7% | 4.2% | 1.1 | -2.9%
O=C(N/N=C/c1ccccn1)c1ccccc1 | i | 0.6 | 10% | 0 | -19 | -1% | 17% | 8% | 1.1% | 1.1 | -5.8%
CC(C)CCCN1CCN=C1Nc1ccccc1 | i | 1.4 | / | / | / | 2% | / | 3% | -0.9% | / | /
CN(C)c1ccc(N=Nc2nc3ccccc3n2C)cc1 | i | 0.5 | / | / | / | -18% | / | -4% | 13% | / | /
Cc1ccc2[nH]c(C(=O)N/N=C/c3ccccc3O)c(C)c2c1 | ? | / | / | / | / | 0% | / | 1% | 7.0% | / | /
Cc1c(Cl)cccc1NC(=O)CNC(=O)c1ccco1 | i | 2.2 | / | / | / | 9% | / | 8% | 0.5% | / | /
COCC(=O)Nc1ccc(S(=O)(=O)Nc2ccccn2)cc1 | i | 0.2 | -8% | -11 | 2 | 1% | -10% | 2% | 1.9% | 1.1 | -1.9%
Cc1cccc(NC(=S)N2CCC(N(C)CC3CCCO3)CC2)c1 (stereo not given) | i | 0.2 | -1% | 11 | 1 | 0% | 3% | 3% | -0.3% | 1 | -5.7%
O=C(OCc1nnc(-c2ccccc2)o1)c1cc2ccccc2cc1O | i | 0.4 | 15% | 1 | 20 | 12% | 6% | -3% | -1.2% | 1.2 | 0.1%
COc1ccc(OC)c(/C=C/C(=O)Oc2ccc(C(C)=O)cc2)c1 | i | 0.9 | / | / | / | 3% | / | 10% | 0.4% | / | /
CCCOc1cccc(C(=O)N(Cc2ccccc2)C2CCS(=O)(=O)C2)c1 (stereo not given) | i | 0.7 | / | / | / | 2% | / | -1% | 0.1% | / | /
CC(=O)N1CCc2cc(C(=O)CN3CCN(C(=O)c4ccco4)CC3)ccc21 | / | / | -27% | 5 | 0 | -2% | -29% | 1% | 1.9% | 1.1 | -0.8%
COC(=O)[C@H]1C[C@@H]1[C@H](NC(=O)[C@H]1C[C@@H]1[C@H](NC(=O)OCc1ccccc1)c1ccccc1)c1ccccc1 | i | 1.6 | 22% | 3 | 1 | 2% | 15% | 1% | 2.7% | 1.2 | -31%
O=C(CCc1ccccc1)Nc1ccc(N2CCCCC2)cc1 | i | 0.4 | 4% | -18 | -3 | -2% | 5% | -14% | 1.8% | 1 | -1.4%
O=C1CN(C(=O)c2ccccc2F)C(c2ccccc2)c2cc(F)ccc2N1 (stereo not given) | i | 0.9 | / | / | / | -1% | / | 1% | 0.8% | / | /
Cc1nnc(SCC(=O)NC(=O)NC(C)C)s1 | i | 0.4 | -5% | -13 | -21 | -1% | -7% | 0% | 0.4% | 1.2 | -2.1%
Cc1cc2oc(C(=O)Nc3cccnc3)c(C)c2cc1C | i | 0.7 | -5% | 7 | 5 | 10% | -3% | 5% | 4.3% | 1.1 | -1.0%
CCOC(=O)c1c(-c2cccs2)csc1NC(=O)CC(C)C | i | 0.3 | 1% | / | / | -3% | 2% | -4% | 5.0% | 1.1 | -14%
O=C(Nc1ccc2c(c1)OCO2)C1CC(=O)N(c2ccc(F)cc2)C1 (stereo not given) | i | 0.6 | / | / | / | 3% | / | 5% | 1.4% | / | /
CC(C)NC(=O)COC(=O)/C=C/c1ccc(F)cc1 | i | 0.4 | 2% | -1 | -8 | 1% | 2% | -14% | 1.8% | 1.1 | 9.1%
S=C(Nc1ccc(Br)cc1Cl)N1CCN(c2ccccn2)CC1 | i | 1.0 | / | / | / | -1% | / | 0% | 3.1% | / | /
CC1(C)CN(c2ccccc2)N(Cc2ccc(F)cc2)C1=O | i | 1.6 | -5% | -24 | -1 | -2% | -1% | -12% | / | 1.1 | -1.9%
Cc1ccc2c(c1C)NC(=O)C2(O)CC(=O)c1ccc2c(c1)OCO2 (stereo not given) | i | 2.4 | 9% | 15 | 2 | 4% | 12% | -6% | 8.9% | 1 | 0.3%
COc1ccccc1NC(=O)Cc1nnc(SCC(=O)NC2CCCC2)n1C | i | 3.8 | / | / | / | 3% | / | -1% | 1.3% | / | /
Cc1ccc(/C=N/N2CCCCC2)o1 | i | 0.2 | -2% | 6 | -2 | 4% | -10% | -8% | 2.9% | 1 | -9.9%
COCCCNC(=O)/C(C#N)=C1\N=C(NC(=O)c2cccs2)c2ccccc21 | i | 0.8 | / | / | / | 3% | / | -16% | 2.6% | / | /

A section of the results above:
SMILES | Myeloid diff MLP | Myeloid diff MLP GFP+ MAC1+ % | PMI inhibition | WT yeast gro inh | WT yeast gro inh mutant strain | SIAH1 antagonists | PMI inhibitors | Salmonella PhoP GFP | RSV CPE inhibition | TNAP activation fold | XIAP antagonists
Cc1nnc(SCC(=O)NC(=O)NC(C)C)s1 | i | 0.4 | -5% | -13 | -21 | -1% | -7% | 0% | 0.4% | 1.2 | -2.1%
Cc1cc2oc(C(=O)Nc3cccnc3)c(C)c2cc1C | i | 0.7 | -5% | 7 | 5 | 10% | -3% | 5% | 4.3% | 1.1 | -1.0%
CCOC(=O)c1c(-c2cccs2)csc1NC(=O)CC(C)C | i | 0.3 | 1% | / | / | -3% | 2% | -4% | 5.0% | 1.1 | -14%
O=C(Nc1ccc2c(c1)OCO2)C1CC(=O)N(c2ccc(F)cc2)C1 (stereo not given) | i | 0.6 | / | / | / | 3% | / | 5% | 1.4% | / | /
CC(C)NC(=O)COC(=O)/C=C/c1ccc(F)cc1 | i | 0.4 | 2% | -1 | -8 | 1% | 2% | -14% | 1.8% | 1.1 | 9.1%
S=C(Nc1ccc(Br)cc1Cl)N1CCN(c2ccccn2)CC1 | i | 1.0 | / | / | / | -1% | / | 0% | 3.1% | / | /
CC1(C)CN(c2ccccc2)N(Cc2ccc(F)cc2)C1=O | i | 1.6 | -5% | -24 | -1 | -2% | -1% | -12% | / | 1.1 | -1.9%
Cc1ccc2c(c1C)NC(=O)C2(O)CC(=O)c1ccc2c(c1)OCO2 (stereo not given) | i | 2.4 | 9% | 15 | 2 | 4% | 12% | -6% | 8.9% | 1 | 0.3%
